# High-throughput results from PubChem BioAssay.
# Scp-1 inhibitor: inhibitors of human Scp-1 phosphatase | Q9GZU7 | Recombinant Scp1, phosphopeptide, malachite green phosphate absorbance | inhibition, % at 20 µM | hit rate 0.88% among 340,000 | AID 493091;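 active = inhibition above about 50% at 20 µM, limit read from the data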;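 also: plate controls were DMSO wells with enzyme for no effect and wells lacking enzyme for full effect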
# Target sequence (Q9GZU7 76-261 limits assumed): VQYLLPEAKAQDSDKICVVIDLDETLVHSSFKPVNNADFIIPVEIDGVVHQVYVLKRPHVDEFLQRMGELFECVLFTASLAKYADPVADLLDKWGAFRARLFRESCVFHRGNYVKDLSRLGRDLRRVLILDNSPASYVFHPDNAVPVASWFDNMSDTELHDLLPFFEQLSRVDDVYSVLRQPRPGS
#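 System: SCP-1 catalytic domain; Reagent: Phospho 17-mer peptide substrate; Doses: one concentration, 20 µM, with 1.0% DMSO; Incubation: 45 min room-temperature reaction, 5 min colour, 30 min stabiliser; Signal: Phosphate-binding colour reagent, absorbance read at 630 nm.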
# Rpn11 block: blocks the human proteasome subunit Rpn11. calls only at 20 µM. O00487. AID 588493. human 26S proteasome, Ub4-pepOG fluorescence polarization; 20S core pre-blocked with epoxomicin. hit rate 0.59% among 360,000;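 active = inhibition at 20 µM, scaled to each plate's controls, above about 33%, limit read from the data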
# Target sequence (O00487 whole entry, looked up): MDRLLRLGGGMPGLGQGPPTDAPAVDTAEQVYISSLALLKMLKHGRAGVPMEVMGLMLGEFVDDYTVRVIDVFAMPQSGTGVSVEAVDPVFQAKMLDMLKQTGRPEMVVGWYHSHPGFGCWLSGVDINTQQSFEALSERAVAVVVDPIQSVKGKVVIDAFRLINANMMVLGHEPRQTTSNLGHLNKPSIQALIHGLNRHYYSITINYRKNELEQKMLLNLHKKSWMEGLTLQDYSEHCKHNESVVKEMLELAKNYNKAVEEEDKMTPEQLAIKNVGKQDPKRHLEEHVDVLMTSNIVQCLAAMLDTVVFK
# Rin1-Abl PPI inh: human Rin1-Abl interaction inhibition; P00519+Q13671; TR-FRET Rin1/Abl binding, biochemical; inhibition, % at 7.35 µM; hit rate 0.4% among 360,000; AID 588664; in the data active = inhibition above about 5%, passing the limit was not always enough
# NadD inh: blocks S. aureus nicotinate mononucleotide adenylyltransferase. purified NadD enzyme, colorimetric absorbance read-out. inhibition, % at 20 µM. hit rate 0.78% among 360,000; in the data active = inhibition above about 26%; also: some compounds past the cut are filed as inactive
# CSN deneddyl inh: blocks human CSN-mediated cullin deneddylation | Purified CSN, SCF-Nedd8-OG deneddylation, fluorescence polarization | AID 651999 | Q92905 | hit rate 0.38% among 360,000 | inhibition, % at 12.5 µM;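 active = pattern-corrected inhibition above about 35%, with an unprinted fluorescence ratio check between 0.5 and 1.5, limit read from the data, passing the limit was not always enough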;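 also: 0% = enzyme with substrate and 100% = substrate without enzyme; some results filed as inactive read as strong as hits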
#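 Test system: purified human Csn5 enzyme expressed in HEK293T cells. Amount: 0.24 nM enzyme. Reagent: SCFSkp2-Nedd8OG substrate at 10 nM final. Schedule: 90 min incubation of compound, enzyme and substrate at room temperature. Detection: fluorescence polarization. Read-out: % inhibition of substrate cleavage by Csn5.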
# DNMT1 block: blocks human DNA methyltransferase DNMT1 | inhibition (reported as % activation of signal), % at 10 µM | hit rate 0.83% among 360,000 | DNMT1 molecular beacon, Hinp1I cleavage, fluorescence; in the data active = inhibition above about 50%
# Neddyl block: inhibitors of human cullin neddylation | calls only at 25 µM | hit rate 0.58% among 360,000 | P61081+Q13564 | TR-FRET cullin neddylation, biochemical; in the data active = inhibition above about 36%
# SUMO1-SIM PPI: modulators of human SUMO1-mediated protein-protein interactions; P63165; hit rate 0.33% among 360,000; SUMO1 binding to a labelled peptide, TR-FRET, 1 h; inhibition, % at 20 µM; AID 602429; in the data active = inhibition above about 37%
# Target sequence (P63165 whole entry, looked up): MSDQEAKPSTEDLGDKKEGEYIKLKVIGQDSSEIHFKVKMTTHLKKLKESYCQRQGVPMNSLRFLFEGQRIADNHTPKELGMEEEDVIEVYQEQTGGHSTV
# LMPTP inh: blocks human LMPTP phosphatase. P24666. recombinant LMPTP-A, OMFP fluorogenic substrate, fluorescence intensity. inhibition, % at 20 µM. hit rate 0.22% among 360,000. AID 651560;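 active = compounds that cut the enzyme signal by at least half of the control window in the single-dose screen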;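 also: plate controls were DMSO wells with enzyme plus substrate for no effect and substrate without enzyme for full effect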
# Target sequence (P24666 whole entry, looked up): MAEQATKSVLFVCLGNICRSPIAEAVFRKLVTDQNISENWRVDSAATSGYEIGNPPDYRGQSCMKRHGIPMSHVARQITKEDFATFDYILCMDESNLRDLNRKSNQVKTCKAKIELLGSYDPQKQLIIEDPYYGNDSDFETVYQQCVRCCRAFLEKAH
#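 Test system – LMPTP-A phosphatase enzyme · Quantity – 0.625 nM LMPTP-A final · Reagent – OMFP substrate, 400 µM final · Dosing – one test concentration per compound, 20 µM, with 3% DMSO overall · Timing – 50 min enzyme reaction at room temperature, protected from light · Detection – fluorescence intensity · Controls – substrate-only low control, DMSO enzyme-plus-substrate high control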
# STEP inh: STEP (human) phosphatase inhibition; hit rate 0.25% among 360,000; inhibition, % at 20 µM; recombinant STEP, OMFP fluorogenic substrate, fluorescence;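 active = inhibition at 20 µM, scaled per plate between control wells, above about 37%, limit read from the data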;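 also: 0% = DMSO with enzyme and substrate and 100% = substrate only without enzyme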
#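 System: STEP phosphatase, cell-free reaction; Buffer or medium: Bis-Tris pH 6.0 buffer with DTT, detergent; Incubation: 20 min at room temperature, dark; Measured by: fluorescence, 480/540 nm.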
# * hit, by the source's call; i = inactive; x = not tested or not shown; + = active, no number.
# Order of results: Scp-1 inhibitor	SUMO1-SIM PPI	CSN deneddyl inh	LMPTP inh	NadD inh	STEP inh	Rpn11 block	Neddyl block	DNMT1 block	Rin1-Abl PPI inh
> C=CCN(C(=O)c1cc(C)cc(C)c1)C1(C(=O)Nc2ccccc2)CCN(C(C)C)CC1
 : -9	-1	-7	-0.5	0	-2	i	i	2	3
> c1coc(-c2nnc(SCc3nc4ccccc4[nH]3)o2)c1
 : -4	27	24	0.7	13	0	+	i	9	0
> CCN(CC)CCNC(=O)/C(=N\O)c1ccccn1
 : -5	0	2	-0.5	0	3	i	i	1	5
> COc1cc(/C=C(\C#N)c2ccccn2)ccc1OCc1ccccc1
 : -9	-16	-4	2.1	0	1	i	i	-4	-3
> COc1ccc(C2=NN(C(=O)/C=C/c3ccccc3)C(c3ccccc3)C2)c(OC(C)=O)c1 (stereo not drawn)
 : -11	-1	-10	6.2	6	-2	i	i	-14	-1
> Cc1ccc(-c2nnn(CC(=O)N(CC(=O)NC3CCCC3)c3ccc(F)cc3)n2)o1
 : -2	12	5	-1.4	-6	-3	i	i	20	2
> C=CCNC(=S)NNC(=O)c1cccc(Br)c1
 : -9	1	6	-2.3	-3	-2	i	i	1	-2
> O=C(CSc1nc(-c2cccs2)cc(C(F)(F)F)n1)NCCCn1ccnc1
 : -3	-7	-2	-2.4	-2	0	i	i	-2	-8
> NS(=O)(=O)c1ccc(NC(=O)COC(=O)c2ccc(Cl)nc2)cc1
 : 1	1	-7	-1.2	-11	-3	i	i	1	3
> Cc1ccc(OC(=O)c2ccccc2)cc1C
 : -8	7	5	1.2	-2	-2	i	i	-2	2
> COC(=O)c1ccccc1S(=O)(=O)N1CCC(C(=O)NCc2ccccn2)CC1
 : x	-1	6	-0.6	-3	-1	i	i	2	0
> CCc1ccc(C(C(=O)NCc2ccccc2)N(C(=O)c2csnn2)C2CC2)cc1 (stereo not drawn)
 : -5	3	1	0.5	-3	2	i	i	-1	2
> S=C(Nc1ccc(Cl)cc1)NC1CCN(Cc2ccccc2)CC1
 : -1	5	-13	-1.0	0	0	i	i	1	0
> Cc1ccc(/C=N/n2c(-c3ccco3)n[nH]c2=S)cc1
 : 4	0	0	1.1	6	1	i	i	-1	-1
> Cc1c(C)n(CC(O)CN2C(=O)c3ccccc3S2(=O)=O)c2ccccc12 (stereo not drawn)
 : -11	2	1	-0.2	-6	-3	i	i	-4	-3
> CCOC(=O)Cn1c(C)nc2ccccc21
 : -8	-1	-2	-0.9	7	-2	i	i	2	2
> COc1cccc(-c2nc3sc4c(c3c(=O)[nH]2)CCCCC4)c1
 : -17	24	-1	-1.9	-2	1	i	i	18	0
> CC(Sc1nc2ncc(Cl)cc2[nH]1)C(=O)Nc1ccccc1[N+](=O)[O-] (stereo not drawn)
 : x	-6	1	-0.9	4	-1	i	i	0	-8
> C=CCn1nnnc1SCC(=O)Nc1ccc(OC)cc1
 : -2	-1	-2	-1.3	2	0	i	i	2	1
> CCN1CCN(C(c2ccc(OC)cc2)C(O)C(=O)c2c[nH]c3ccccc23)CC1 (stereo not drawn)
 : 0	-3	2	-0.1	-1	1	i	i	-2	-3
> O=C(CN1CCN(c2ccc(O)cc2)CC1)Nc1ccc(-c2ccccc2)cc1
 : -3	3	0	4.2	7	1	i	i	-5	2
> Cc1ccccc1S(=O)(=O)Cc1ccc(C(=O)NCc2ccco2)o1
 : -6	1	-4	-0.1	-2	-3	i	i	1	2
> Cc1cc(NC(=O)CSc2nnc(-c3ccc(S(=O)(=O)N4CCCC4)cc3)n2C)no1
 : -5	13	3	-1.9	-6	0	i	i	2	-1
> O=C(NCc1ccccc1)c1nc2c(nnn2Cc2cccc(Cl)c2)c(=O)[nH]1
 : -1	2	6	0.6	17	5	i	i	2	0
> CCS(=O)(=O)c1ccc(O)c(NC(=O)COc2ccc(C)cc2)c1
 : -10	-1	8	1.0	-2	-2	i	i	-2	0
> COc1ccc2c(CSc3nnc(-c4cccnc4)n3-c3ccccc3F)cc(=O)oc2c1
 : 0	-3	-4	-1.7	4	0	i	i	0	-3
> O=[n+]1c2c(n([O-])c3cc(Br)ccc31)CCCC2
 : -3	-17	4	-1.4	0	2	i	i	-1	-2
> OC1(c2ccc(F)cc2)CN(c2ccccc2)C2=[N+]1CCS2 (stereo not drawn)
 : -5	2	-4	1.7	3	0	i	i	-3	0
> Cc1cc(N2CCCCC2)nc(SCc2ccc(C#N)cc2)n1
 : -7	-1	-6	2.0	5	4	i	i	-5	0
> COc1ccc(C(=O)NCc2nnc(SCC(=O)Nc3cccc(OC)c3)o2)cc1
 : -3	2	2	-0.2	0	-1	i	i	-2	3
> O=C(O)/C=C/c1ccccc1Oc1ccccc1
 : 0	4	-2	-0.7	-1	5	i	i	4	1
> CCOC(=O)Nc1sc2c(c1C#N)CCCC2
 : -2	0	3	-0.3	-3	1	i	i	2	-3
> O=C(NCCCn1ccnc1)c1ccc(-c2ccccc2)cc1
 : -2	0	-1	-1.7	-2	-2	i	i	-1	-3
> N#Cc1ccc(-c2csc(NC(=O)c3cc(-c4cccs4)nc4ccccc34)n2)cc1
 : 1	-3	2	1.1	4	-2	i	i	-2	-5
> CCOC(=O)c1cc(-c2ccccc2)nc2ccc(C)cc12
 : -2	-11	2	2.4	0	-3	i	+	5	1
> Cc1ccc(C(=O)C2(C)C3c4cc(Br)ccc4OC(=O)C32C(=O)c2ccco2)cc1 (stereo not drawn)
 : -8	-1	-5	-0.6	22	-3	i	i	-6	-3
> Oc1ccc(Nc2nc(Cl)nc(NCc3ccco3)n2)cc1
 : 1	0	0	0.5	6	1	i	i	-26	2
> Cc1ccc(Nc2nc3ccccc3c(=O)s2)cc1
 : -5	0	4	-1.2	-4	1	i	i	2	3
> COc1ccc(NC(=O)Cn2nnc(-c3ccccc3N)n2)cc1OC
 : -2	-1	-8	-0.4	-5	-5	i	i	-3	-1
> CC(Oc1ccccc1)C(=O)N1CCN=C1SCc1ccc(F)cc1 (stereo not drawn)
 : -4	-2	0	0.0	-1	0	i	i	12	0

# Results in Neddyl block and NadD inh, for 4 of the compounds above:
structure | Neddyl block | NadD inh
Cc1cc(N2CCCCC2)nc(SCc2ccc(C#N)cc2)n1 | i | 5
COc1ccc(NC(=O)Cn2nnc(-c3ccccc3N)n2)cc1OC | i | -5
Cc1ccc(C(=O)C2(C)C3c4cc(Br)ccc4OC(=O)C32C(=O)c2ccco2)cc1 (stereo not drawn) | i | 22
COc1ccc(C(=O)NCc2nnc(SCC(=O)Nc3cccc(OC)c3)o2)cc1 | i | 0

# The listing picks up; the 2 compounds before the break are reprinted first.
# Order of results: Scp-1 inhibitor	SUMO1-SIM PPI	CSN deneddyl inh	LMPTP inh	NadD inh	STEP inh	Rpn11 block	Neddyl block	DNMT1 block	Rin1-Abl PPI inh
> COc1ccc(NC(=O)Cn2nnc(-c3ccccc3N)n2)cc1OC
 : -2	-1	-8	-0.4	-5	-5	i	i	-3	-1
> CC(Oc1ccccc1)C(=O)N1CCN=C1SCc1ccc(F)cc1 (stereo not drawn)
 : -4	-2	0	0.0	-1	0	i	i	12	0
> O=C1C=C(c2ccc(Cl)c(C(F)(F)F)c2)C[C@@H](c2ccc(Cl)cc2)C1
 : -4	0	1	3.9	-4	2	i	i	-7	1
> NC(=O)COC(=O)CCCc1c[nH]c2ccccc12
 : -3	-3	-11	-0.3	8	2	i	i	0	2
> CCc1ccc(NC2=NCC(=O)N2Cc2ccc3c(c2)OCO3)cc1
 : -5	-6	-1	0.3	-4	-3	i	i	-5	1
> C=Cn1cc[n+](CC(=O)c2ccc(Cl)cc2)c1
 : -8	-1	3	-1.6	-1	-4	i	i	-2	-2
> NC1(C#Cc2ccc3oc(=O)c(-n4cc(-c5ccsc5)nn4)cc3c2)CCCCC1
 : 9	28	11	3.0	19	3	+	i	-7	-1
> CC1(C(=O)NNC(=S)NCc2ccco2)CC1(Cl)Cl (stereo not drawn)
 : -1	-2	0	-1.2	-1	-2	i	i	-3	0
> O=C(Nc1ccc(F)cc1)c1ccccc1NS(=O)(=O)N1CCCC1
 : -4	1	-13	1.5	0	1	i	i	0	1
> Cc1c(NC(=O)c2cc(-c3ccccc3)nc3ccccc23)c(=O)n(-c2ccccc2)n1C
 : 0	-7	-4	2.4	4	2	i	i	0	0
> O=C(CC1c2cc(F)ccc2C=C(c2ccsc2)N1c1ccc(C#CCCO)cc1)c1ccco1 (stereo not drawn)
 : x	3	-3	2.2	27	x	x	i	x	x
> O=C(Nc1cccc(S(=O)(=O)N2CCOCC2)c1)c1ccc2c(=O)n3c(nc2c1)CCCCC3
 : -6	4	1	-0.5	2	2	i	i	-3	-5
> COc1ccc(-c2cn3ccccc3n2)cc1[N+](=O)[O-]
 : -1	-18	2	2.3	-4	-2	i	i	5	1
> CC(CNC(=O)CCC(=O)N1CCOc2ccc(Cl)cc21)c1ccccc1 (stereo not drawn)
 : -9	-3	-2	-0.5	-5	1	i	i	-9	-2
> CCO[C@H]1OC(C(=O)N2CCN(Cc3ccccc3)CC2)=C[C@@H](C2CCCCC2)[C@@H]1CCCO
 : -6	3	-3	-0.1	-1	1	i	i	-1	-2
> CCOC(=O)N1CCC(NC(=O)c2cc3ccccn3n2)CC1
 : -5	2	-1	-1.2	-6	-1	i	i	1	-1
> COc1cc(-c2nc3n(c(=O)c2C#N)CCS3)cc(OC)c1OC
 : -6	-13	-1	-0.5	3	1	i	i	0	-4
> CSc1cccc(NC(=O)C2(S(=O)(=O)c3ccc(C)cc3)CC2)c1
 : -7	0	0	-0.1	0	-4	i	i	2	-4
> O=C(Cn1cncn1)N/N=C/c1cccc2ccccc12
 : -7	-13	-9	-1.4	-1	2	i	i	0	-3
> NC(=O)c1c(NC(=O)CSc2nc3c(c(C(F)(F)F)n2)CCc2ccccc2-3)sc2c1CCCC2
 : -3	-3	2	0.8	8	3	i	i	28	-2

# Compounds from the list above containing a CF3 group, in the order listed:
# Order of results: Scp-1 inhibitor	SUMO1-SIM PPI	CSN deneddyl inh	LMPTP inh	NadD inh	STEP inh	Rpn11 block	Neddyl block	DNMT1 block	Rin1-Abl PPI inh
> O=C(CSc1nc(-c2cccs2)cc(C(F)(F)F)n1)NCCCn1ccnc1
 : -3	-7	-2	-2.4	-2	0	i	i	-2	-8
> O=C1C=C(c2ccc(Cl)c(C(F)(F)F)c2)C[C@@H](c2ccc(Cl)cc2)C1
 : -4	0	1	3.9	-4	2	i	i	-7	1
> NC(=O)c1c(NC(=O)CSc2nc3c(c(C(F)(F)F)n2)CCc2ccccc2-3)sc2c1CCCC2
 : -3	-3	2	0.8	8	3	i	i	28	-2
